Assay outcomes (PubChem BioAssay)
EPAC1 agonist – activates human EPAC1 exchange factor; O95398; EPAC1 agonist qHTS, biochemical assay; response scale: 100% = response to 6.5 mM cAMP; Potency, µM (top dose mostly 154 µM), for the others: at the top dose activation, hits mostly activators; 360,000 tested, 0.073% active; note: potency is the fitted concentration of half-maximal effect; nearly all actives have a fitted effect of over 60% in size
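Nucleotide exchange assay: 100 nM EPAC1 with 250 nM Rap1B loaded with BODIPY-GDP and 50 uM GDP, room temperature. Fluorescence (480/540 nm) read every 5 min for 30 min; signal change normalized to 6.5 mM cAMP as full agonist.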
IL-2 act – IL-2 activation. IL-2 activation reporter assay, cell-based qHTS; stimulated with anti-CD3/CD4/CD28 beads; in transgenic mouse T cells. activation, % (series mostly up to about 46 µM). 360,000 tested, 0.065% active; in the data active = activation above about 50%; inconclusive = mostly about 30% to 49%; note: 0% is about no effect
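Quantitative HTS in unstimulated transgenic mouse T cells, with memory T cells as non-tolerant control and PMA/ionomycin as tolerance-bypass control. Compound pretreatment lasted 60 minutes before 18 h bead stimulation; EGFP/DsRed fluorescence read.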
WRN helicase inh – WRN helicase (human) inhibition; Q14191; WRN helicase unwinding, fluorescent forked duplex, kinetic; Potency, µM (top dose mostly 114 µM), inactives show at the top dose activity change, negative = inhibition, actives largely listed as inhibitors; 360,000 tested, 0.46% active; note: potency is the fitted concentration of half-maximal effect; % is set by controls: 0 for no effect and ±100 for the full control effect; nearly all actives have a fitted effect of over 55% in size
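Screening of the MLSMR collection measured strand separation of a quenched forked DNA duplex (100 nM) by 20 nM WRN with 2 mM ATP, all final. Compounds were preincubated with enzyme 15 min at room temperature.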
EPAC1 antag – blocks human EPAC1 exchange factor. EPAC1 GEF assay, Rap1b-BODIPY-GDP exchange fluorescence. Potency, µM (top dose mostly 115 µM), for inactives: at the top dose activity change, negative = inhibition, hits mostly inhibitors. 360,000 tested, 0.14% active;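 note: potency is the fitted concentration of half-maximal effect; plate controls were vehicle for no effect and positive control for full effect; nearly all actives have a fitted effect of over 50% in size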
aSyn yeast inh – alpha-synuclein toxicity inhibition in yeast | Yeast expressing alpha-synuclein, growth rescue, BacTiter-Glo, 24 h | Potency, µM (series often up to 46.1 µM), inactives show top-dose growth rescue (activation), usual class: activators | 370,000 tested, 0.14% active | AID 652106; note: potency is the fitted concentration of half-maximal effect; % of control where 0% means no effect; nearly all actives have a fitted effect of over 65% in size
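Screening used galactose-induced yeast with toxic alpha-synuclein levels, exposed to compound for 24 hr at 30 deg C. Cell growth, read with BacTiter-Glo luminescence, gave the measured signal.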
Abeta yeast res – compounds reversing amyloid beta toxicity in yeast. yeast expressing A-beta42, growth rescue, OD600, 48 h; response scale: 0% DMSO, 100% iron-clioquinol control. Potency, µM (doses to about 46.1 µM), inactives show top-dose growth rescue, hits mostly activators. 410,000 tested, 0.063% active. AID 1347071; note: potency is the fitted concentration of half-maximal effect; nearly all actives have a fitted effect of over 55% in size
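Yeast growth medium received pinned compounds, then yeast cells expressing toxic A-beta were added; plates incubated at 30 C for 48 hr. Growth read as absorbance at 600 nm, normalized to DMSO and equimolar FeCl3 plus clioquinol controls.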
PI5P4Ka inh – blocks human PI5P4K alpha kinase activity | P48426 | PI5P4Kalpha enzyme, ADP-Glo luminescence, 60 min; active compounds read low | max response, % | 330,000 tested, 1.2% active | AID 652105; active = max response of -50% or lower; inconclusive = between -30% and -50%; inactive = -30% or higher; note: value at the top dose of about 77 µM; % is set by controls: 0 for no effect and ±100 for the full control effect
Target sequence (P48426 whole entry, looked up): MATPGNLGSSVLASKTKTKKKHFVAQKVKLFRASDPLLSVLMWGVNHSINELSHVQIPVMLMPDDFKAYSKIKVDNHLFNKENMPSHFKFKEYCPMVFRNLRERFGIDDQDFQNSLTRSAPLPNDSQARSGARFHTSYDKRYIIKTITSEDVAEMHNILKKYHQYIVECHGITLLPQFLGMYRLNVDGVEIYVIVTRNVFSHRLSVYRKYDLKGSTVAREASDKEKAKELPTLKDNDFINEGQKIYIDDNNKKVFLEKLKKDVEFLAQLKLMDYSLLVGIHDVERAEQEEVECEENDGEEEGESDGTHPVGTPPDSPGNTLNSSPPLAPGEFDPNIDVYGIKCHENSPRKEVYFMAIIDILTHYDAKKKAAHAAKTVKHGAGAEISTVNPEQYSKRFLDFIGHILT
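PI5P4Kalpha ADP-Glo assay; 5 microM ATP final; 60 min RT reaction; HEPES pH 7.4/EGTA/CHAPS, 5% DMSO; controls lacking substrate or enzyme; luminescent end-point.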
PLK1 PBD inh – PLK1 (human) polo-box domain binding inhibition; Potency, µM, without a hit: max response, negative = inhibition, usual class: inhibitors; P53350; 360,000 tested, 2.8% active; Plk1 PBD binding of FITC phosphopeptide, fluorescence polarization; note: potency is the fitted concentration of half-maximal effect; series mostly up to about 57 µM; % is set by controls: 0 for no effect and ±100 for the full control effect; nearly all actives have a fitted effect of over 65% in size
Target sequence (P53350 whole entry, looked up, the tested form may be a part): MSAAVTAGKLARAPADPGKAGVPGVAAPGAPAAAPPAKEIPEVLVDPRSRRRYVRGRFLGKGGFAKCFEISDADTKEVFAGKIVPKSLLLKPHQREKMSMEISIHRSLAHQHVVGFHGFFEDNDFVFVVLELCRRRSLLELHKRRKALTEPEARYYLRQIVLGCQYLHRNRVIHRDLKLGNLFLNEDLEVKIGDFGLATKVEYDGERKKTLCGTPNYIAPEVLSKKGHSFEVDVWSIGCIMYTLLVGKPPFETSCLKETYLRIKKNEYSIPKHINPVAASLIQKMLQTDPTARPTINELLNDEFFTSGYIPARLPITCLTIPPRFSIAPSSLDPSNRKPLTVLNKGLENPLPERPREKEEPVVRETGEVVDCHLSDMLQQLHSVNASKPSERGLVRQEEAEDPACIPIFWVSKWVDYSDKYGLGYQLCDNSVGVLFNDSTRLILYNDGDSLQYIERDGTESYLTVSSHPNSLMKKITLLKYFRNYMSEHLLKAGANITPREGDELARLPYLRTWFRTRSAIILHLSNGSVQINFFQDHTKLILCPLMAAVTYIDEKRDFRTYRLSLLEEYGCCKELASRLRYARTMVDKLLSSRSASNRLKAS
FUS yeast rescue – rescues growth of FUS-expressing yeast. S. cerevisiae FUS-expressing, growth rescue, OD600, 24 h. Potency, µM (highest dose often 76.6 µM), inactives show at the top dose growth rescue (activation), hits mostly activators. 390,000 tested, 0.24% active. AID 1347120;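 note: potency is the fitted concentration of half-maximal effect; plate controls were DMSO vehicle for no effect and reference control for full effect; nearly all actives have a fitted effect of over 55% in size; some results filed as inactive show a strong effect at the top dose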
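Toxicity suppression screen in FUS-yeast. Cells induced with 2% galactose, starting OD 0.005, treated 24hr at 30C with compounds at multiple final concentrations; growth by OD600.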
Active calls of the source: *; ? = inconclusive; / = not tested or not shown; & = joins results of further samples; [ ] = dose if it differs, or a comment. Unless noted, calls come from the whole dose curve; as a rule, active = well fitted curve in the direction sought with a large enough effect; inconclusive = small, poorly fitted or top-dose-only effect, or another doubt; inactive = no such curve, though single readings can be large; an effect the other way counts as inactive or inconclusive.

Sequence of screens: EPAC1 agonist	IL-2 act	WRN helicase inh	EPAC1 antag	aSyn yeast inh	Abeta yeast res	PI5P4Ka inh	PLK1 PBD inh	FUS yeast rescue
C(=C\c1ccncc1)/c1ccccc1
  -7%	0.3	/	-5%	-3%	-14%	3	-12%	1%
CC(C)CN(C(=O)CCc1ccccc1Cl)c1c(N)n(Cc2ccccc2)c(=O)[nH]c1=O
  -3%	-3.3	11%	0%	4%	2%	-9	-2%	25%
CSc1cccc(NC(=O)c2cc(S(=O)(=O)N3CCCCC3)c[nH]2)c1
  5%	1.7	1%	3%	-4%	-27%	0	1%	-5%
COc1ccc(-c2nc(C3CCCCC3)no2)cc1OC
  14%	-2.8	4%	-2%	-7%	-28%	/	1%	27%
Cc1cc(NC(=O)CSc2nnc(NCc3ccccc3)s2)no1
  -4%	-0.6	-13%	-27%	2%	-3%	-17	-2%	10%
CCc1ccccc1NS(=O)(=O)c1cc(C)ccc1OC
  4%	2.0	-27%	-9%	3%	-1%	-5	-9%	-8%
CCOC(=O)c1ccc(NC(=O)CCC2COc3ccccc3O2)cc1 (stereo not given)
  17%	5.5	-8%	2%	1%	-1%	/	3%	23%
Cc1ccc(OCC(=O)NC(=S)Nc2cccc(NC(=O)c3ccccc3Cl)c2)cc1
  1%	-1.8	-9%	0%	-4%	-7%	-6	6%	/
N#CCc1nn(-c2ccccc2)c(N)c1C#N
  1%	0.6	5%	6%	0%	17%	-3	-2%	-24%
COc1ccc(C(=O)Nc2cc(C)on2)c(OC)c1
  8%	0.5	4%	-20%	-9%	-6%	-1	-10%	-12%
C/C(=N\NC(=O)c1ccccc1N)c1ccc(NC(=O)Cc2ccccc2)cc1
  6%	-0.2	-1%	-24%	2%	23%	-3	13%	5%
Cn1cccc1C(=O)NC1CCCCC1
  12%	-1.6	4%	10%	-6%	-1%	-3	-9%	18%
CC(C)CC(=O)NC(=S)Nc1ccccc1F
  4%	-0.1	1%	-22%	-1%	-1%	0	-8%	5%
Cc1ccc(C2=NC(=O)/C(=C/c3cc(O)c(O)c(Br)c3)S2)cc1
  2%	0.9	7.9µM*	10µM*	1%	-13%	-82*	?	10%
CCCCC(c1nnnn1CC1CCCO1)N1CCN(c2ccccc2)CC1 (stereo not given)
  2%	-0.4	2%	-11%	1%	-17%	2	-1%	-36%
COc1ccc(N(C(=O)c2cccnc2)S(=O)(=O)c2ccc(OC)c(OC)c2)cc1
  0%	-1.9	-5%	-6%	2%	17%	0	-2%	?
Cc1ccc(NC(=O)c2ccc(OCc3c(C)noc3C)cc2)cc1C
  6%	0.3	-23%	-24%	-8%	15%	-8	3%	31%
COc1ccccc1N1CC(C(=O)Nc2ccc3c(c2)OCO3)CC1=O (stereo not given)
  1%	1.4	2%[57.1 µM]	-22%	-6%	-4%	13	-4%	4%
CC(=O)c1nc(N2C(=O)C3CC=C(C)CC3C2=O)sc1C (stereo not given)
  2%	-2.0	?	1%	6%	19%	/	-9%	12%
C=CCNC(=O)Nc1ccc(Br)cc1Cl
  5%	1.5	3%	-2%	2%	-2%	0	1%	-17%
Cc1nc(NC(=O)CCC(=O)O)sc1C(=O)N(C)C
  5%	0.5	-4%	3%	2%	1%	-6	-8%	4%
Cc1ccc(C(=O)Cn2ncsc2=N)cc1
  10%	-0.1	-5%	-7%	0%	3%	/	-5%	-16%
O=C(c1ccccc1F)N1CCCC(C(=O)N2CCN(c3ccccc3)CC2)C1 (stereo not given)
  6%	-4.7	2%	-17%	2%	-9%	1	-12%	7%
Cc1ccc(C2CC(=O)C(C=NCCN3CCN(CC(=O)Nc4cc(C)cc(C)c4)CC3)=C(O)C2)cc1 (stereo not given)
  0%	2.9	6%	6%	20%	-1%	-2	-2%	2%
CC(CCN1CCN(c2ccccc2)CC1)c1ccccc1 (stereo not given)
  1%	-1.2	1%	-23%	14%	7%	-3	-15%	9%
CC(=O)c1ccc(OCC(=O)OC(C)C(=O)NC2CCCCC2)cc1 (stereo not given)
  8%	1.8	-2%	-31%	5%	-8%	1	5%	-6%
Nc1c(Cl)cc(Cl)cc1C(=O)OCC(=O)N1CCCC1=O
  -13%	0.0	7%	-9%	4%	-5%	-7	1%	-21%
O=C(Nc1ccccc1F)c1ccc(S(=O)(=O)N2CCCCCC2)cc1
  7%	0.3	-1%	-8%	?	7%	-1	-6%	-22%
CCOC(=O)N1CCN(C(=O)C(C)N(c2ccc(Oc3ccccc3)cc2)S(C)(=O)=O)CC1 (stereo not given)
  10%	0.1	-5%	-5%	-1%	26%	9	-5%	14%
COc1c(Br)cc(Br)cc1/C=N/NC(=O)c1cccnc1
  -1%	1.4	2%	-16%	1%	-14%	-10	-1%	-13%
O=c1[nH]c(SCc2ccccc2)nc2ccsc12
  -12%	0.5	-6%	?	2%	-7%	4	-10%	2%
CC1(C)CC(=O)C=C(c2ccc(-c3ccc(OC(F)(F)F)cc3)cc2)C1=O
  -22%	-2.7	13%	-8%	-5%	-7%	5	-5%	8%
Cc1cccc2c1-c1sc(C(=O)Nc3nccs3)cc1CO2
  -19%	-2.1	0%	4%	3%	-8%	2	-11%	-10%
O=C(CNC(=O)c1ccccc1F)NNC(=O)c1ccccc1O
  -8%	-0.8	-16%	-2%	4%	-5%	0	-9%	20%
Cc1ccc(C(=O)NCC(=O)OCc2c(F)cccc2Cl)cc1
  -2%	-3.5	2%	14%	14%	5%	2	-1%	8%
COC(=O)C1C(c2ccc(Br)cc2)Nc2nnc(C(F)(F)F)n2C1(C)O (stereo not given)
  4%	3.8	-5%	-3%	9%	2%	8	-7%	34%
CC1S/C(=C(\C#N)C(=O)NCc2ccco2)N(Cc2ccco2)C1=O (stereo not given)
  11%	-0.7	?	-8%	4%	-8%	?	-22%	37%
Cc1ccc(-n2c(-c3ccco3)nc3c(cnn3-c3ccccc3C)c2=O)cc1
  7%	-1.6	-6%	5%	-11%	-26%&-12%	9	-3%	-4%&-12%
O=S(=O)(Cc1ccccc1)Nc1cccc(F)c1
  -1%	0.3	2%	-10%	0%	14%	-2	-17%	-1%
COC(=O)[C@@]1(C)[C@H]2C(=O)N(C)C(=O)[C@H]2[C@H]2CN=C(SCc3ccc(Cl)cc3)N21
  -13%	-0.6	1%	-11%	0%	-1%	-1	-16%	-8%

Record cards, as listed above. Order of values: EPAC1 agonist | IL-2 act | WRN helicase inh | EPAC1 antag | aSyn yeast inh | Abeta yeast res | PI5P4Ka inh | PLK1 PBD inh | FUS yeast rescue
CC1(C)CC(=O)C=C(c2ccc(-c3ccc(OC(F)(F)F)cc3)cc2)C1=O is listed with -22% | -2.7 | 13% | -8% | -5% | -7% | 5 | -5% | 8%
Cc1cccc2c1-c1sc(C(=O)Nc3nccs3)cc1CO2 is listed with -19% | -2.1 | 0% | 4% | 3% | -8% | 2 | -11% | -10%

Next part.
Sequence of screens: EPAC1 agonist	IL-2 act	WRN helicase inh	EPAC1 antag	aSyn yeast inh	Abeta yeast res	PI5P4Ka inh	PLK1 PBD inh	FUS yeast rescue
O=C(NCC(=O)N1CCN(C(=O)c2ccco2)CC1)c1ccccc1
  1%	-0.9	-7%	19%	-1%	8%	-2	0%	4%
CC(NS(=O)(=O)c1ccc(Br)s1)c1ccccc1 (stereo not given)
  1%	1.5	-15%	1%	22%	?	0	-5%	-24%
O=C(CSc1nnc(COc2ccccc2Cl)o1)NC(=O)NCc1ccco1
  9%	0.1	-8%[11.6 µM]	-10%	5%	-6%	-75*	-19%	39%
COc1ccc(C(=O)Nc2nccs2)cc1[N+](=O)[O-]
  1%	-1.8	-3%	-8%	-9%	-3%	8	-9%	-6%
O=C1CC(c2c(F)cccc2Cl)C2=C(COC2=O)N1 (stereo not given)
  10%	-3.4	-19%	-5%	-6%	9%[9.22 µM]	-5	1%	-35%
Cc1ccc(C2(C)NC(=O)N(CC(=O)NC3CCCCC3)C2=O)cc1 (stereo not given)
  -4%	0.0	4%	-15%	-1%	-1%	3	2%	4%
CC(=NNc1ccc([N+](=O)[O-])cn1)c1ccc(N)cc1
  -5%	-3.3	-18%	-6%	-14%	-12%	-16	-7%	/
O=C(O)CCc1ccc(-c2ccc(F)cc2)n1Cc1ccco1
  5%	-0.1	-17%	6%	1%	-2%	/	-12%	25%
Cc1ccc(NC(=O)CCn2nnc3ccccc32)cc1
  19%	0.0	7%	-6%	-3%	-9%	2	-9%	20%
COc1cccc(NC(=O)OCCN2CCN(Cc3ccccc3)CCC2=O)c1
  0%	1.1	0%	10%	0%	2%	-6	-5%	-23%
CCOC(=O)Nc1cccc(OCC(=O)Nc2ccc(OC)cc2OC)c1
  -10%	-0.7	-6%	-25%	-4%	6%	1	0%	22%
Nc1cc(C(=O)OCC(=O)NNC(=O)c2ccccc2F)ccc1Cl
  12%	1.2	-2%	-8%	-2%	15%	-5	-9%	16%
O=c1c2nnn(-c3ccc(Cl)cc3)c2ncn1Cc1ccccn1
  5%	-1.5	7%	-10%	0%	13%	-11	-6%	-12%
Cc1cc(C)nc(NC(=O)CSc2nn(-c3ccccc3)c(=S)s2)n1
  -1%	-2.7	?	?	-6%	-6%	-4	-17%	38%
Cc1nc2cc(-c3ccc(Br)cc3)[nH]n2c(=O)c1Cl
  13%	-0.1	-7%	-9%	-8%	-8%	-23	-16%	-16%
CN(c1cccc(NC(=O)c2ccc(N(C)S(=O)(=O)c3ccccc3)cc2)c1)S(C)(=O)=O
  -12%	-0.9	-2%[11.6 µM]	-25%	9%	-18%	-56*	12µM*	32%
COC(=O)C(Cc1c[nH]c2ccccc12)NC(=O)c1cncc(Br)c1 (stereo not given)
  7%	-3.3	-3%	-25%	1%	-7%	2	-14%	-3%
Cc1ccc2nc(C)c(C(=O)N/N=C/c3ccc(C(=O)O)cc3)cc2c1
  13%	-0.8	5%	-4%	-2%	-3%	-1	-11%	15%
CC1CCCC(C)N1CCNC(=O)Cn1nc(-c2ccccc2)ccc1=O (stereo not given)
  -6%	-3.1	6%	19%	-5%	1%	/	-1%	24%
